# Screens (PubChem)
# FBW7 act – activators of human E3 ligase FBW7 | Q969H0 | normalized activity (activation), % at 26.1 µM | 0.13% of 650,000 active | AlphaScreen FBW7–phospho-cyclin E peptide binding, activator screen; in the data active = normalized activity above about 1.9%;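 note: purified mutant Fbw7 with reduced substrate affinity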
# GPR151 activ – human GPR151 activation; PathHunter beta-arrestin GPR151 cells, luminescence; AID 1508602; 1% of 650,000 active; activation, % at 11.2 µM; in the data active = activation above about 4.9%;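 note: 0% = median of compound wells and 100% = cells with positive control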
# Target sequence (Q8TDV0 whole entry, looked up): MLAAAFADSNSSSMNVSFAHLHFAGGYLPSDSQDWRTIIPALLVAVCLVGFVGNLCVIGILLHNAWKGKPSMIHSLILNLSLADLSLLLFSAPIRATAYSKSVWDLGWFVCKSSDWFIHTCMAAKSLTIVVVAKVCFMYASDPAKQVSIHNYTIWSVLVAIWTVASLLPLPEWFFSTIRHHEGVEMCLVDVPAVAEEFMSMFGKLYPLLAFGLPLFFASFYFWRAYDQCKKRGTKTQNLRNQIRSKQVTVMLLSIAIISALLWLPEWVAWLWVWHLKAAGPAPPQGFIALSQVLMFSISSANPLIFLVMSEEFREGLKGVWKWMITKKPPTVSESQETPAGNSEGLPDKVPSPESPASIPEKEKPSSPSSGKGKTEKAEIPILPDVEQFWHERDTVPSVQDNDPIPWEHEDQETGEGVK
# TEAD-YAP block – TEAD-YAP interaction inhibition | HEK-TIYL cells, TEAD-Gal4/YAP UAS-luciferase luminescence | inhibition, % at 9.12 µM | 1.4% of 640,000 active; in the data active = inhibition above about 32%;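 note: 0% = median of test compound wells and 100% = reference inhibitor wells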
# MITF primary – inhibitors of human MITF. 0.91% of 650,000 active. O75030. inhibition, % at 2.6 µM. AlphaScreen MITF homodimerization, bead proximity signal; in the data active = inhibition above about 50%;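 note: 0% = vehicle wells with protein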
# Target sequence (O75030 whole entry, looked up): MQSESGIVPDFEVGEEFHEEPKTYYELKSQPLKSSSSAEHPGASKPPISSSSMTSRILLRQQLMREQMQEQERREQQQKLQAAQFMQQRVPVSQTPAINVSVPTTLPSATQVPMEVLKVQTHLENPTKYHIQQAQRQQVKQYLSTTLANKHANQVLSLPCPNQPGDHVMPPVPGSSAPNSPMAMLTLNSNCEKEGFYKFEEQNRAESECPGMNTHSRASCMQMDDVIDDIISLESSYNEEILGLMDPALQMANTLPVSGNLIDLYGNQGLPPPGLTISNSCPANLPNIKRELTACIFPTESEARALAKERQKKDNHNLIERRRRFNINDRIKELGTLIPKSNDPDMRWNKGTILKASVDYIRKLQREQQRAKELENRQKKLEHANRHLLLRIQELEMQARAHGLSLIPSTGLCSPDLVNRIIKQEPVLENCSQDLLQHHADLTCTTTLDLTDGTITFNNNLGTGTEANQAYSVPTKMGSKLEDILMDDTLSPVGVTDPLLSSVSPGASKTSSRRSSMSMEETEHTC
# Active calls of the source: *.
# Labels used below – A = FBW7 act; B = GPR151 activ; C = TEAD-YAP block; D = MITF primary
O=C1NCCN(C/C=C/c2ccccc2)C1CC(=O)N1CCC(N2CCOCC2)CC1 (centres undefined)
  A = 0.0; B = 0.9; C = 1; D = 0

O=C(CSc1ncnc2c1nnn2-c1ccc(F)cc1)N1CCCCCC1
  A = -0.2; B = -0.3; C = -1; D = 6

COc1ccc(-c2c(C)nn3c(NCCCO)c4c(nc23)CCCC4)cc1
  A = 0.0; B = 0.2; C = 1; D = 4

CCN(CC)c1ccc(-c2nnc(-c3ccncc3)o2)cc1
  A = 0.3; B = -0.6; C = -51; D = 25

COc1ccc(C(=O)Nc2sc3c(c2C#N)CCCC3)cc1
  A = 0.1; B = -0.4; C = -29; D = 9

OCCN1CCN(c2ccc3ccccc3n2)CC1
  A = 0.8; B = -0.4; C = -30; D = 5

Cc1c(Cl)c([N+](=O)[O-])nn1CC(=O)NC1CCCCC1
  A = 0.3; B = -0.9; C = -3; D = 18

O=S(=O)(/C=C/c1ccccc1)N1CCN(S(=O)(=O)c2ccc(F)c(F)c2F)CC1
  A = 0.1; B = -1.2; C = 5; D = -1

CCOc1ccccc1C1C(C#N)=C(N)Oc2n[nH]c(-c3ccc4c(c3)OCO4)c21 (centres undefined)
  A = -0.1; B = -0.6; C = -2; D = -9

COc1cccc(C2=CC(c3ccc(Br)cc3)n3nnnc3N2)c1 (centres undefined)
  A = 0.2; B = 0.2; C = -2; D = 1

O=C(NCCC1=CCCCC1)c1ccc(N2CCC(Cc3ccccc3)CC2)c([N+](=O)[O-])c1
  A = -0.3; B = -0.2; C = -5; D = 0

CCCN(c1ccccc1CC)S(=O)(=O)c1ccc2c(c1)NC(=O)CC(=O)N2
  A = -0.2; B = -0.1; C = 5; D = -1

O=C(Oc1ccc(/C=C/c2ccncc2)cc1)c1cccs1
  A = 0.1; B = -3.2; C = 28; D = 3

CCC/C=N/NC(=O)CCCOc1ccc(Cl)cc1Cl
  A = 0.1; B = -0.1; C = 12; D = 12

CCN(CC)S(=O)(=O)c1ccc(OC(C)C)c([N+](=O)[O-])c1
  A = 0.2; B = -1.2; C = 11; D = 9

Cc1occc1C(=O)Nc1ccc(Br)cc1Cl
  A = -0.5; B = 0.3; C = -28; D = 8

CC1=C(C(=O)Nc2cccc(C)n2)C(c2ccc(C)cc2)C2=C(CC(C)(C)CC2=O)N1 (centres undefined)
  A = 0.1; B = 6.9*; C = 4; D = 16

CN(C)c1ccc(/C=N/NC(=O)Cn2c(-c3ccccn3)nc3ccccc32)cc1
  A = 0.0; B = 0.2; C = 4; D = 14

COCCNC(=O)c1ccc(N2CC3CC(C2)c2cccc(=O)n2C3)c(NC(=O)c2ccc(C(C)(C)C)cc2)c1 (centres undefined)
  A = -0.1; B = 0.8; C = 1; D = 7

COc1nc(Nc2ccc(Oc3ccccc3)cc2)nc(-c2ccccc2)n1
  A = -0.1; B = 0.4; C = 3; D = -9

COc1ccc(OC)c2c(C)cc(N3CCSCC3)nc12
  A = -0.1; B = 0.8; C = -16; D = 7

Cc1cccc(NC(=O)NC(=O)N(C)S(C)(=O)=O)c1
  A = 0.0; B = 0.6; C = 6; D = -3

CCOC(=O)CC(C)=Nc1cnn(-c2ccccc2)c1
  A = -0.6; B = -0.3; C = -5; D = 7

Cc1ccc(NC(=O)CN2N=NC3C(=O)N(c4ccc(F)cc4F)C(=O)C32)cc1 (centres undefined)
  A = 0.1; B = -0.4; C = 13; D = 4

O=C(NO)C1CCC(CN(Cc2ccc(Cl)cc2)S(=O)(=O)c2ccccc2)CC1 (centres undefined)
  A = -0.2; B = -0.2; C = 7; D = 4

CCN(CCO)C(=O)c1ccc2c(=O)n(CCOC)c(=S)[nH]c2c1
  A = 0.0; B = -0.3; C = 18; D = 4

Cc1c(C)n2c(SCC(N)=O)nnc2[nH]c1=O
  A = 0.0; B = -0.4; C = 11; D = 12

O=C(NCC1CCCN(Cc2ccn[nH]2)C1)C1(c2ccc(Cl)cc2)CC1 (centres undefined)
  A = -0.1; B = 2.8; C = 12; D = 7

COc1cccc(N2C(C)=CC(=C(C#N)C#N)C=C2C)c1
  A = -0.2; B = -0.1; C = 2; D = -13

COc1cccc(CNC(=O)CCS(=O)(=O)Cc2ccccc2F)c1
  A = -0.1; B = 1.9; C = -3; D = 0

O=C(CCSCc1ccccc1F)NC1CCCCCC1
  A = -0.2; B = 2.3; C = -4; D = 4

Cc1nn(C)c(C)c1-c1nc(NCc2cccc(C(F)(F)F)c2)c2ncn(Cc3ccc(C(F)(F)F)cc3)c2n1
  A = 0.0; B = 0.2; C = -6; D = -4

COc1cccc(NC(=O)Cn2c(-c3ccc(C)cc3)nc3ccccc3c2=O)c1
  A = -0.1; B = 0.4; C = -23; D = -6

COc1ccc(S(=O)(=O)NCCSCc2ccco2)cc1
  A = 0.3; B = -0.8; C = -8; D = 5

CC(C)C[C@H](NC(=O)[C@H](O)[C@H](N)Cc1ccccc1)C(=O)O
  A = -0.1; B = -1.6; C = -2; D = -4

O=C(Nc1ccc2oc(-c3cc(Br)ccc3Cl)nc2c1)c1ccc(Br)cc1
  A = 0.2; B = 3.1; C = -1; D = -2

O=C1NC(=O)C(CCCc2ccccc2)(C2CCN(C(=O)/C=C/c3ccccn3)CC2)N1 (centres undefined)
  A = 0.0; B = 0.2; C = 8; D = -8

CC(=NCc1ccco1)c1c(C(F)(F)F)[nH]n(-c2nc3ccccc3s2)c1=O
  A = -0.1; B = -8.2; C = -1; D = 1

Cc1cccc(N2C(=O)C3C4C=CC(C4)C3C2=O)c1C (centres undefined)
  A = -0.1; B = 0.6; C = 7; D = -5

CN(C)Cc1c(C(=O)N2CCc3ccccc3C2)nc2ccc(Cl)cn12
  A = 0.5; B = -1.0; C = 8; D = 4

C=CCONC(=O)Nc1ccccc1Br
  A = 0.1; B = -0.6; C = 0; D = -2

c1nc(NCc2ccc(CN3CCOCC3)cc2)c2c3c(sc2n1)CCC3
  A = 0.1; B = 6.3*; C = 33*; D = -1

O=C(c1ccc2c(c1)C(=O)N(c1nccs1)C2=O)c1ccc2c(c1)C(=O)N(c1nccs1)C2=O
  A = 0.4; B = -0.9; C = 0; D = 9

CCOC(=O)C1CCN(C2CC(=O)N(c3ccc(-c4nc5ccc(C)cc5s4)cc3)C2=O)CC1 (centres undefined)
  A = 0.1; B = 0.3; C = -14; D = 10

O=C(CCSCCc1ccccn1)NCCc1ccc(Cl)cc1
  A = 0.0; B = 2.5; C = -3; D = 17

CCOc1ccc(NC(=O)c2cc(-c3ccccc3)nc3c(Cl)cccc23)cc1
  A = 1.0; B = -2.5; C = 14; D = 9

Cc1oc2cc(O)ccc2c(=O)c1Oc1ccc2ccccc2c1
  A = 0.4; B = -0.8; C = -4; D = -4

Cc1ccc(OCC(=O)N(C(C)C)C(C)C)cc1C
  A = 0.1; B = 1.9; C = -4; D = 9

CC1=C(C(=O)NCc2ccccc2)C(c2ccccc2OCC(N)=O)NC(=O)N1 (centres undefined)
  A = 0.8; B = 1.2; C = -2; D = 13

COc1c(O)cc(O)c2c(=O)cc(-c3ccccc3)oc12
  A = -0.1; B = 2.5; C = 13; D = 2

# Going on with the list:
# Labels used below – A = FBW7 act; B = GPR151 activ; C = TEAD-YAP block; D = MITF primary
COc1cc(/C=C(\C#N)C(=O)NC2CCCCC2)cc(OC)c1O
  A = -0.1; B = 0.6; C = -1; D = 16

CC(C)(C)n1ncc2c(=O)n(CC(=O)Nc3ccc(Cl)c(Cl)c3)cnc21
  A = -0.1; B = -1.2; C = 6; D = -2

COc1cc(C2Oc3nc(SC)nnc3-c3ccccc3N2C(C)=O)cc(OC)c1OC (centres undefined)
  A = 0.1; B = -0.9; C = 7; D = -13

CCc1ccccc1NC(=O)CSc1n[nH]c(N)n1
  A = 0.1; B = 3.9; C = 9; D = 0

CCn1c(NCc2ccncc2)nc2ccccc21
  A = 0.0; B = 1.9; C = 2; D = -9

COc1ccc(C2CC(=O)C3=C(C2)Nc2ccccc2NC3c2cccc(F)c2)cc1OC (centres undefined)
  A = 0.0; B = 4.8; C = -2; D = 8

Cc1ccc(NC(=O)OCc2nc3ccccc3s2)cc1
  A = -0.2; B = 2.4; C = -35; D = -5

O=C(Cc1cn(-c2ccc(Nc3ccncn3)nn2)c2ccccc12)Nc1ccccc1
  A = 0.5; B = -0.9; C = 4; D = 9

Cc1ccc(C(NC(=O)/C=C\c2ccc3c(c2)OCO3)C(=O)Nc2ccc3c(c2)OCO3)cc1 (centres undefined)
  A = 0.0; B = 1.5; C = 12; D = 68*

COC(=O)CNC(c1ccccc1)c1cc(Br)ccc1NC(=O)c1ccccc1Cl (centres undefined)
  A = 0.0; B = -0.4; C = -2; D = -2

Cc1cc(NC(=O)c2ccc(S(C)(=O)=O)cc2)no1
  A = 0.2; B = -0.1; C = -22; D = 7

CCCCn1c(O)c2ccc(C(=O)N=NC(=O)C34CC5CC(CC(C5)C3)C4)cc2c1O
  A = -0.1; B = -1.6; C = -6; D = 2

CCc1nn(CC(=O)NCCCN(CC)CC)c(=O)c2cc3sc(C)cc3n12
  A = 0.9; B = -0.6; C = -1; D = 19

Nc1nonc1C(=O)N/N=C/c1ccccc1O
  A = -0.3; B = -3.0; C = 2; D = 63*

COc1ccc(Br)cc1C(=O)Nc1c(C)cccc1C(=O)O
  A = -0.2; B = -0.2; C = -20; D = 1

CC1Cc2ccccc2N1S(=O)(=O)c1cccc2nonc12 (centres undefined)
  A = -0.3; B = -0.3; C = -6; D = 1

Cc1nc(-c2cncc(-c3ccccc3)c2)cc(=O)[nH]1
  A = -0.1; B = -0.1; C = 12; D = 1

CCC(C)NCCCOc1cccc(Br)c1 (centres undefined)
  A = -0.5; B = -0.2; C = 2; D = 80*

CNc1cc(N2CCN(S(C)(=O)=O)CC2)ccc1[N+](=O)[O-]
  A = 0.2; B = 0.2; C = 7; D = 15

COc1ccccc1Nc1ncnc2ccccc12
  A = -0.3; B = 0.2; C = -11; D = 19

c1ccc(OCCNc2nc(NCCN3CCOCC3)nc3c2ncn3-c2ccsc2)cc1
  A = 0.0; B = -0.7; C = 5; D = 17

Cc1ccc(-c2nnn(CC(=O)NCC3CC3)n2)cc1
  A = 0.8; B = 0.5; C = -3; D = 1

O=C(CCCCC(=O)NNC(=O)C1CC1c1ccccc1)NNC(=O)C1CC1c1ccccc1 (centres undefined)
  A = 0.2; B = -0.6; C = 8; D = 8

CSCCC(NC(=O)c1ccco1)C(=O)Nc1ccc(N2CCOCC2)cc1 (centres undefined)
  A = -0.1; B = 0.0; C = -1; D = 8

CCOc1cc(/C=C2/C(=N)N3N=C(CC)SC3=NC2=O)cc(Br)c1OCCOc1ccc(C)cc1
  A = 0.5; B = 0.5; C = -8; D = -8

COc1ccc(CC(CC(=O)O)C(=O)O)cc1 (centres undefined)
  A = 0.9; B = 0.4; C = -3; D = 3

CC1CCCC(C)N1CCCNC(=O)c1cn(C(C)c2ccccc2F)nn1 (centres undefined)
  A = 0.0; B = 0.1; C = -2; D = -22

CCOC(=O)C1=C(C)N=c2s/c(=C/c3ccc(Cl)c(Cl)c3)c(=O)n2C1c1ccc(OC)cc1 (centres undefined)
  A = 0.0; B = -0.7; C = 5; D = 2

CCC(C)Oc1ccc(/C=C2/NC(=O)N(c3ccccc3)C2=O)cc1 (centres undefined)
  A = -0.1; B = -0.8; C = -9; D = 2

CC1=C(C(=O)OC2CCCC2)C(c2ccc(I)cc2)C2=C(CC(C)(C)CC2=O)N1 (centres undefined)
  A = -0.1; B = -0.6; C = -7; D = 6

N#Cc1c(NC(=O)C(=O)NCc2ccco2)sc2c1CCCC2
  A = 1.0; B = 4.3; C = -9; D = 19

CCOC(=O)CN1C(=O)C(O)=C(C(C)=O)C1c1ccc(Cl)cc1 (centres undefined)
  A = 0.0; B = 0.6; C = -2; D = 8

COc1cc(NC(=O)c2cccs2)c(OC)cc1NC(=O)c1cccs1
  A = 0.0; B = 1.9; C = 7; D = 11

Cc1cc(NC(=S)N(CCN2CCCCCC2)Cc2cccs2)ccc1Cl
  A = -0.1; B = -0.3; C = 2; D = 4

CC(=O)N1CCN(c2nc3cc(Cl)ccc3cc2CN[C@H]2CCCCNC2=O)CC1
  A = 0.3; B = -1.1; C = 12; D = 12

O=C(CCNC(=O)c1ccccc1Cl)OCC(=O)c1ccccc1
  A = 0.0; B = -3.7; C = -2; D = 7

O=c1c2sc(=S)n(CCc3ccccc3)c2nc(SCc2cccc([N+](=O)[O-])c2)n1Cc1ccco1
  A = -0.1; B = -1.5; C = 2; D = -2

Cn1cc(S(=O)(=O)N2CCOCC2)cc1C(=O)NC1CCCc2ccccc21 (centres undefined)
  A = -0.1; B = -0.1; C = 7; D = 13

CCn1c(=O)c(-c2ccccc2)c(O)c2ccccc21
  A = 0.2; B = -1.7; C = 0; D = 7

Cc1ccc(C(=O)Nc2ccc(C#N)cc2)c(Cl)c1
  A = -0.1; B = -0.5; C = -58; D = -12

Cc1cc(C)n(S(=O)(=O)c2ccc(Br)s2)n1
  A = 0.8; B = 0.4; C = -2; D = 14

Cc1cc(NC(=O)C(C)N2CCCC2)no1 (centres undefined)
  A = 0.7; B = -0.9; C = -4; D = -18

OCCNc1nc(Nc2cnccn2)nc2nc[nH]c12
  A = 0.0; B = 2.0; C = -2; D = 5

O=C(NC1CCCCC1)N1CCN(Cc2nc3ccccc3c(=O)[nH]2)CC1
  A = -0.2; B = 0.6; C = 0; D = 1

# Ordered by length of the SMILES (low to high): four of the compounds above
# Labels used below – A = FBW7 act; B = GPR151 activ; C = TEAD-YAP block; D = MITF primary
Cc1cc(NC(=O)C(C)N2CCCC2)no1 (centres undefined)
  A = 0.7; B = -0.9; C = -4; D = -18

COc1ccc(CC(CC(=O)O)C(=O)O)cc1 (centres undefined)
  A = 0.9; B = 0.4; C = -3; D = 3

N#Cc1c(NC(=O)C(=O)NCc2ccco2)sc2c1CCCC2
  A = 1.0; B = 4.3; C = -9; D = 19

Cn1cc(S(=O)(=O)N2CCOCC2)cc1C(=O)NC1CCCc2ccccc21 (centres undefined)
  A = -0.1; B = -0.1; C = 7; D = 13
